hiPSC survival: increases survival of single human iPS cells | 360,000 compounds, 0.044% hits | hiPSC single-cell survival, ATPlite luminescence; 100% = ROCK inhibitor wells, 0% = DMSO | survival enhancement, % at 20 µM; in the data active means survival enhancement above about 18%;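 further: cells exposed to compounds for 16 hours before the ATP read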
PDI inh: inhibitors of human protein disulfide isomerase. 350,000 compounds, 0.052% hits. AID 588391. PDI insulin aggregation turbidity, A650, 90 min. P07237. inhibition, % at 10 µM;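 active means mean inhibition across replicates of 30% or more, whatever share of single replicates reach that level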;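 further: absorbance from insulin aggregation driven by PDI reduction with DTT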
Target sequence (P07237 whole entry, looked up): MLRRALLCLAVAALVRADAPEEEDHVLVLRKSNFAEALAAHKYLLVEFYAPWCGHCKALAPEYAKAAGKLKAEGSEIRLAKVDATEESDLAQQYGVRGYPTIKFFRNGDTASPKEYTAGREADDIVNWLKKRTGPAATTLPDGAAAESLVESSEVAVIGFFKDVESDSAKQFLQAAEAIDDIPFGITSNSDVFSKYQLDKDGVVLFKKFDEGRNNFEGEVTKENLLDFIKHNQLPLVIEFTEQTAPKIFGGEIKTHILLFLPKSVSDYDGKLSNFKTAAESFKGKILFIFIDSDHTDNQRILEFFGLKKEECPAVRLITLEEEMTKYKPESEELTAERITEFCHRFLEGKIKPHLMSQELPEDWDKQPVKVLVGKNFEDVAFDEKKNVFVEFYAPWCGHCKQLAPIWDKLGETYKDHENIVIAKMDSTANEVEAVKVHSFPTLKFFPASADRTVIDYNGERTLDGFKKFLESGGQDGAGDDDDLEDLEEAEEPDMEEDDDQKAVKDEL
HTR2A ag: agonists of mouse serotonin 5-HT2A receptor (HTR2A) | P35363 | CHO-K1 mHTR2A beta-arrestin complementation, luminescence; percent of 30 µM serotonin response | activation, % at 7.6 µM | 360,000 compounds, 0.66% hits;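 active means activation above a run cutoff, the mean activation of all tested compounds plus 3 SD, cut at about 14% in these data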;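 further: 0% = plate median of compound wells and 100% = 30 µM serotonin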
Target sequence (P35363 whole entry, looked up): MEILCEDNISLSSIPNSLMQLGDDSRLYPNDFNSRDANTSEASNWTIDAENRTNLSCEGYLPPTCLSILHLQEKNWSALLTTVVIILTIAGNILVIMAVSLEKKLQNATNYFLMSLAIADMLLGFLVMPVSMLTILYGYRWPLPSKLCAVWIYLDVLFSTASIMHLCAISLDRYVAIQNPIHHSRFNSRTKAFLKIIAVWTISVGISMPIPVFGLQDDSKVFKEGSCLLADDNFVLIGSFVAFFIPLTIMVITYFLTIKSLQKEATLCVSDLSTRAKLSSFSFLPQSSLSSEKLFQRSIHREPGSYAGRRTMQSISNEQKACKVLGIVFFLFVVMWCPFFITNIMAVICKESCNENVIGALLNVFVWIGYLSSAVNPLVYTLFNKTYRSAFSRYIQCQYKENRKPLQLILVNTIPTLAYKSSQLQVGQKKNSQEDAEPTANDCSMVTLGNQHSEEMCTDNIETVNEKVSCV
CaV13 FRET inh: Disruptors of the CACNA1D IQ motif to Ca2+-dependent inactivation inhibitor domain association, primary screening, Förster resonance energy transfer in intact living …; inhibition, % at 12.3 µM; HEK cells, CFP/YFP FRET ICDI-IQ, plate reader, 10 min; percent FRET-ratio fall versus neutral wells; 340,000 compounds, 0.098% hits;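 active means mean replicate inhibition of at least 30% and at least 1% of replicates passing that level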;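 further: 0% = median of the neutral control wells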
Cardio protect: protects H9c2 cardiomyocytes from peroxide injury; 360,000 compounds, 0.63% hits; protection from H2O2 cell death, % at 20 µM; H2O2 injury protection, ATPLite, 2 h; AID 588492;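 active means compounds giving at least 50% protection of heart cells from peroxide-induced death in the single-dose screen, raw or plate-pattern-corrected value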;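 further: 0% = DMSO wells with peroxide and 100% = DMSO wells without peroxide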
N-glyco inh: blocks N-linked glycosylation in D54 reporter cells; D54 ERlucT glycosylation luciferase reporter, 24 h; percent of 100 nM tunicamycin response; reporter increase, % at 12.5 µM; 360,000 compounds, 0.23% hits;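 active means mean luciferase reporter signal, scaled so untreated is 0 and the glycosylation-blocking control 100, at or above a set limit in every replicate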;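 further: luciferase carries N-glycosylation sites so blocking glycosylation raises the light; 0% = median of neutral control wells and 100% = median of 100 nM tunicamycin wells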
aDG glyco act: increases alpha dystroglycan glycosylation; Pro5-aDG cells, alpha-DG glycosylation AlphaScreen (IIH6); 0% Pro5, 100% B10-LARGE cell signal; activation, % at 10 µM; 360,000 compounds, 0.22% hits; AID 624168;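 active means activation of at least 8% versus controls, or a plate z-score of at least 8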;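 further: Pro5 are CHO cells carrying HIG-tagged alpha-DG that lacks glycosylation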
Granule exo inh: blocks lytic granule exocytosis. TALL-104 LAMP-1 surface exposure, flow cytometry; cells stimulated with thapsigargin and PMA. inhibition, % at 10 µM. 360,000 compounds, 0.66% hits;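 active means inhibition above about 55%, limit read from the data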
ABCB6 inh MLPCN: blocks the human ABCB6 transporter. Q9NP58. K562-ABCB6 porphyrin accumulation, flow cytometry, 1 h; active compounds read low. fluorescence ratio to DMSO, % at 10 µM. 360,000 compounds, 0.19% hits;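 active means fluorescence ratio to DMSO below 75%, the collection mean minus 3 SD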;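 further: signal is porphyrin accumulated inside mitochondria; 100% equals median channel fluorescence of DMSO control wells; lower ratio means ABCB6 inhibition with less porphyrin fluorescence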
Vif inh: HIV Vif inhibition | HEK293T cells, Vif self-association by quenched fluorescence, imaging, 24 h | inhibition, % at 7.49 µM | AID 602346 | 340,000 compounds, 0.35% hits; in the data active means inhibition above about 50%, passing the limit was not always enough; further: some results filed as inactive read as strong as hits
Numbers without * were called inactive; · = not tested or not shown. Outcome played no part in choosing rows (roughly 3.1% active in at least one column).

Structure,hiPSC survival,PDI inh,HTR2A ag,CaV13 FRET inh,Cardio protect,N-glyco inh,aDG glyco act,Granule exo inh,ABCB6 inh MLPCN,Vif inh
Cc1cc(Br)cc(C)c1OCC(=O)NNC(=O)CCC(=O)NCc1ccccc1,-0.3,-12,3,-3,7,-2,-0.1,-5,101,18
O=C(NC1C(=O)NNC1c1ccc(Cl)cc1)c1ccc(F)cc1 (stereo unspecified),0.3,0,-2,0,-2,-1,-0.3,-7,106,-4
CCCOc1ccc(C(C)(O)CN2CCOCC2)cc1 (stereo unspecified),-2.2,-4,-1,-5,5,1,0.0,5,105,9
CCCCn1c(SCC(=O)Nc2ccc3c(c2)OCCO3)nnc1C(CC)N(C)C (stereo unspecified),1.0,-13,-3,-4,0,-1,0.1,2,91,36
CCOC(=O)N1CCN(C(=O)c2ccc3c(c2)ncn3C2CCCC2)CC1,2.9,-1,3,-8,-1,2,-0.1,4,102,-3
Cc1ccc(OCCN2CCN(C(=O)CCC(=O)Nc3nnc(CC(C)C)s3)CC2)cc1,-0.2,5,1,-5,3,-1,0.3,4,98,-14
CC1CCc2c(sc(NC(=O)Cn3nc(C(F)(F)F)c4c3CCCCC4)c2C#N)C1 (stereo unspecified),0.8,-4,-1,-9,-2,3,0.2,0,102,0
Cc1c(OCc2ccccc2)cccc1OCc1ccccc1,4.1,0,3,-9,-18,0,0.1,-4,99,-1
CC(C)=N/N=C(\c1cccc([N+](=O)[O-])c1)C12CN3CN(CN(C3)C1)C2,-1.5,-3,2,-3,-7,1,-0.1,8,90,12
CCOc1ccc(/C(CCC(=O)O)=N/NC(=S)NC(C)C)cc1,-0.1,-1,-1,8,8,3,1.0,0,99,-2
O=C(Nc1ncn[nH]1)c1cc([N+](=O)[O-])ccc1Cl,0.8,9,-2,-20,-2,0,0.0,-10,98,-8
O=C(NCCSCc1ccco1)Nc1cc(Cl)cc(Cl)c1,-0.1,1,1,-4,-28,3,0.1,-2,99,-6
O=C(NCCN1CCOCC1)c1cc(-c2ccc(Br)cc2)on1,14,0,3,-5,0,-4,-0.1,5,100,-2
O=C(OCC(=O)N1CCN(C(=O)c2ccco2)CC1)c1ccccc1OCc1ccccc1,2.5,-3,-6,·,5,2,0.7,1,105,1
Cc1nc(SCC(=O)NC2CCS(=O)(=O)C2)c(C#N)c(C)c1C (stereo unspecified),-0.1,8,5,-2,-2,0,0.0,7,100,-3
C=CC[C@@H](CC(=O)N[C@@H](CO)Cc1ccccc1)C(=O)N[C@@H](COC(=O)[C@@H](CC=C)Cc1ccc(F)cc1)Cc1c[nH]c2ccccc12,1.9,10,7,-6,2,-1,0.2,2,91,2
C=CCNS(=O)(=O)c1ccc2c(c1)n(C)c(=O)n2C,-1.2,4,-1,-2,-4,-1,-0.1,-2,100,-1
C[C@H](CO)N1C[C@H](C)[C@@H](CN(C)C(=O)Nc2ccc3c(c2)OCO3)Oc2ccc(NS(=O)(=O)c3cn(C)cn3)cc2C1=O,0.1,4,5,-4,-4,3,6.4*,2,96,10
COc1cccc(NC(=O)N2CCCC2C(=O)NC2CCCCC2)c1 (stereo unspecified),-0.2,-2,10,-4,-2,2,0.0,-10,104,-7
CCOc1ccccc1OCCCCN1CCCC1,-3.5,13,0,-3,4,1,0.0,0,94,3
Cn1c(C(=O)NCC2CCCO2)cc2c(=O)[nH]c3ccccc3c21 (stereo unspecified),-3.1,-4,12,-4,2,3,0.0,0,111,1
O=C(Nc1cccc(S(=O)(=O)N2CCCC2)c1)c1ccccc1OC(F)F,0.8,7,2,-5,1,0,-0.2,2,99,-6
Nc1ncncc1-c1ccc(F)cc1,2.2,-19,0,-19,5,0,-0.2,21,102,-7
CCOc1ccc(C(=O)NCC(=O)OC2CCOC2=O)cc1OCC (stereo unspecified),-1.3,-17,-3,·,14,2,0.2,0,114,·
CCOC(=O)c1sc(NC(=O)CCN2CCN(CC)CC2)c(C(=O)OCC)c1C,-2.1,7,-6,-16,-15,-4,2.3,18,104,2
Cc1cc(/C=C(\C#N)C(=O)O)c(C)n1CC(C)C,0.6,-6,3,-5,-8,-1,0.2,-2,433,0
O=S(=O)(c1ccccc1)c1nc(-c2ccccc2)oc1N1CCCC1,0.2,0,-1,-6,-4,-1,0.4,-10,103,19
OC(COc1ccc2ccccc2c1)Cn1cncn1 (stereo unspecified),-1.3,9,-1,-5,2,3,3.1,-1,98,8
CCOC(=O)c1cc(NC(=O)Nc2ccccc2OC)c(C)nc1C,1.3,-7,0,·,15,2,0.2,-6,91,·
Cc1ccc(NC(=O)C(=O)c2c(-c3ccccc3)cc3ccccn23)cc1S(=O)(=O)N1CCOCC1,1.3,7,-3,-4,5,-3,-0.2,-2,95,-16

aDG glyco act: hit marks shown above
smiles | PDI inh | HTR2A ag | CaV13 FRET inh | N-glyco inh | aDG glyco act | Granule exo inh | ABCB6 inh MLPCN | Vif inh
C[C@H](CO)N1C[C@H](C)[C@@H](CN(C)C(=O)Nc2ccc3c(c2)OCO3)Oc2ccc(NS(=O)(=O)c3cn(C)cn3)cc2C1=O | 4 | 5 | -4 | 3 | 6.4* | 2 | 96 | 10

Complete entries, quoted from the list. Order of values: hiPSC survival | PDI inh | HTR2A ag | CaV13 FRET inh | Cardio protect | N-glyco inh | aDG glyco act | Granule exo inh | ABCB6 inh MLPCN | Vif inh
Nc1ncncc1-c1ccc(F)cc1 is listed with 2.2 | -19 | 0 | -19 | 5 | 0 | -0.2 | 21 | 102 | -7
O=S(=O)(c1ccccc1)c1nc(-c2ccccc2)oc1N1CCCC1 is listed with 0.2 | 0 | -1 | -6 | -4 | -1 | 0.4 | -10 | 103 | 19

Part of the list above in order of SMILES length, rising:
Structure,hiPSC survival,PDI inh,HTR2A ag,CaV13 FRET inh,Cardio protect,N-glyco inh,aDG glyco act,Granule exo inh,ABCB6 inh MLPCN,Vif inh
O=C(Nc1ncn[nH]1)c1cc([N+](=O)[O-])ccc1Cl,0.8,9,-2,-20,-2,0,0.0,-10,98,-8
Cn1c(C(=O)NCC2CCCO2)cc2c(=O)[nH]c3ccccc3c21 (stereo unspecified),-3.1,-4,12,-4,2,3,0.0,0,111,1
CCCCn1c(SCC(=O)Nc2ccc3c(c2)OCCO3)nnc1C(CC)N(C)C (stereo unspecified),1.0,-13,-3,-4,0,-1,0.1,2,91,36

(cont.)
Structure,hiPSC survival,PDI inh,HTR2A ag,CaV13 FRET inh,Cardio protect,N-glyco inh,aDG glyco act,Granule exo inh,ABCB6 inh MLPCN,Vif inh
CCOc1ccc2nc(SCC(=O)NCc3ccccc3OC)[nH]c2c1,1.0,-3,-7,-3,-2,1,0.0,3,72*,-9
CSc1ccc(Cl)c(C(=O)NCCOc2cc(C)ccc2C(C)C)c1,2.0,-9,-6,-7,-14,-2,0.2,4,95,-19
Cc1ccc(S(=O)(=O)N2CCOCC2)cc1C(=O)NCCc1ccc(Cl)cc1,-1.1,7,6,-6,-8,2,0.1,-5,92,2
Cc1c(OC(C(=O)O)c2ccccc2)ccc2c3c(c(=O)oc12)CCC3 (stereo unspecified),0.5,-7,1,-4,1,0,0.1,2,99,-14
CC(C(=O)Nc1ccc(Cl)cc1)N1C(=O)NC2(CCCC2)C1=O (stereo unspecified),-0.3,1,1,-4,-4,-1,-0.1,1,93,6
COc1cccc(CNC(=O)CCCNC(=O)c2ccc(Cl)cc2)c1,0.0,-9,7,-7,-3,0,0.3,-3,103,-3
COc1ccccc1CC1CC(=O)N(c2ccccc2)C1=O (stereo unspecified),0.2,3,2,-2,6,0,-0.2,2,104,-7
N#CC1=C(SCc2ccccc2)NC(=O)CC1c1ccc(O)cc1 (stereo unspecified),3.0,21,-5,-8,-1,-1,-0.3,1,101,-3
CCn1c(SCC(=O)N2CCCC2)nc2ccccc2c1=O,-1.8,-7,0,-6,6,-1,0.3,-1,104,17
COc1ccc(N(C)C(=O)c2ccc3c(Cl)c4c(nc3c2)CCCC4)c(OC)c1,-0.5,6,6,-6,0,-2,0.6,8,87,-4
CCc1ccc(C(O)c2ncc(-c3ccccc3Cl)[nH]2)cc1 (stereo unspecified),2.2,-2,0,-6,-2,0,0.1,-2,105,2
O=C(CNC1CCCCC1)N1CCc2ccccc2C1,1.3,-4,3,-5,8,2,0.4,-3,95,3
COc1ccccc1C1CC(c2ccc(Cl)cc2Cl)Nc2nc(N)nn21 (stereo unspecified),-1.3,·,1,-11,-6,0,2.4,0,94,20
CCCCCc1ccc(CC(=O)Nn2c(C)nc3ccccc3c2=O)cc1,0.4,-5,6,-5,-15,-2,0.3,-1,98,-13
Cc1ccc(C)c(NS(=O)(=O)c2c(C)ccc3nsnc23)c1,1.8,23,-5,·,-8,-2,-0.2,0,91,2
COC(=O)CC(N)c1ccc(Br)cc1 (stereo unspecified),-1.4,-5,-1,-6,9,3,0.3,-4,95,4
C[N+](C)(C)CCOc1ccc([N+](=O)[O-])cc1,1.1,-3,7,-6,-6,-1,0.0,-2,101,-1
Cc1cc(NC(=O)CN(C)CCOc2ccccc2)ccc1Br,0.0,1,-9,4,-10,1,0.0,1,102,9
O=C(Nc1nncs1)c1cc(-c2ccncc2)nc2ccc(Cl)cc12,-0.4,-10,2,-6,-5,1,0.2,1,103,-8
Cc1cc(C)cc(NC(=O)COC(=O)CCCC2=NS(=O)(=O)c3ccccc3N2)c1,-1.1,3,-9,6,-1,3,0.1,-2,105,3
CN1CCN(S(=O)(=O)CC2(C)C3CCC2(C)C(=O)C3Br)CC1 (stereo unspecified),-0.5,8,1,-5,6,2,0.0,-1,96,·
CCN(CC(=O)Nc1sc2c(c1C#N)CCCC2)Cc1nc2ccccc2c(=O)[nH]1,-0.4,18,4,-6,6,0,0.0,0,98,-9
CN1OC[C@@H]2CN(C(=S)NCCc3ccccc3)[C@H](c3ccc(-n4ccnc4)cc3)C[C@@H]21,-1.0,·,-3,-5,13,0,0.1,1,96,0

4 entries from above, as labelled records:
CCCCCc1ccc(CC(=O)Nn2c(C)nc3ccccc3c2=O)cc1
- hiPSC survival = 0.4
- PDI inh = -5
- HTR2A ag = 6
- CaV13 FRET inh = -5
- Cardio protect = -15
- N-glyco inh = -2
- aDG glyco act = 0.3
- Granule exo inh = -1
- ABCB6 inh MLPCN = 98
- Vif inh = -13

Cc1ccc(C)c(NS(=O)(=O)c2c(C)ccc3nsnc23)c1
- hiPSC survival = 1.8
- PDI inh = 23
- HTR2A ag = -5
- CaV13 FRET inh = ·
- Cardio protect = -8
- N-glyco inh = -2
- aDG glyco act = -0.2
- Granule exo inh = 0
- ABCB6 inh MLPCN = 91
- Vif inh = 2

COC(=O)CC(N)c1ccc(Br)cc1 (stereo unspecified)
- hiPSC survival = -1.4
- PDI inh = -5
- HTR2A ag = -1
- CaV13 FRET inh = -6
- Cardio protect = 9
- N-glyco inh = 3
- aDG glyco act = 0.3
- Granule exo inh = -4
- ABCB6 inh MLPCN = 95
- Vif inh = 4

C[N+](C)(C)CCOc1ccc([N+](=O)[O-])cc1
- hiPSC survival = 1.1
- PDI inh = -3
- HTR2A ag = 7
- CaV13 FRET inh = -6
- Cardio protect = -6
- N-glyco inh = -1
- aDG glyco act = 0.0
- Granule exo inh = -2
- ABCB6 inh MLPCN = 101
- Vif inh = -1

Compound activity as filed in PubChem.
